Screening data from PubChem BioAssay.
AID2073 – inhibitors of Mint1-CaV2.2 protein interaction, biochemical, HTRF (AID 2073); 290,000 compounds, 0.19% hits; inhibition, % at 20 µM; hits with a dose series show IC50 in µM; HTRF protein-protein interaction, Mint1-CaV2.2; higher % means a stronger effect; in the data active = inhibition mostly above about 51%, no sharp cut-off; inconclusive = no clear call, values can overlap the other calls; inactive = mostly below about 53%; also: some results filed as inactive read as strong as hits
NTR1 agonist – NTR1-driven beta-arrestin-GFP spot formation – imaging, U2OS cells, high content, primary screen (AID 493036); P30989; agonist mode; activation, % at 20 µM; 330,000 compounds, 0.17% hits;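 active = activation at or above 40% of the spot to cytoplasm intensity ratio, with at least 20 cells analyzed; inconclusive = wells under 20 cells, flagged as cytotoxic or low count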;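 also: 0% = DMSO without peptide and 100% = 100 nM NTR1 peptide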
Target sequence (P30989 whole entry, looked up): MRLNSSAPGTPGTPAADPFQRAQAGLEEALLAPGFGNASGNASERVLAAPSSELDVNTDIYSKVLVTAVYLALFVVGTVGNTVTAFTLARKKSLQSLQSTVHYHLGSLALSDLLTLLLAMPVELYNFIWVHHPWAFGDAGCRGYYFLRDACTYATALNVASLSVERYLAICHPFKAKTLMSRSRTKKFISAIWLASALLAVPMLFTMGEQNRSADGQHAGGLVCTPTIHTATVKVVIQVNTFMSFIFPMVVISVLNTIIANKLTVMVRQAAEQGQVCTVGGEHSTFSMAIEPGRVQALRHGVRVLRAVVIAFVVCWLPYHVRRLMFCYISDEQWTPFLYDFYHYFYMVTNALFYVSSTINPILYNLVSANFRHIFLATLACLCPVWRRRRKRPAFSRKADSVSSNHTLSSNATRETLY
Large T inhibition – SV40 large T antigen inhibitors, biochemical (AID 1903); 310,000 compounds, 0.39% hits; inhibition, % at 20 µM; hits with a dose series show IC50 in µM; SV40 large T antigen ATPase/helicase inhibition assay; higher % means a stronger effect; in the data active = a potency from the dose series; inconclusive = inhibition mostly from about 32% at the one dose, without a potency; inactive = the rest, 99 in 100 with inhibition below about 32%; also: strong numbers were not always called active
UTI89 phage lysis – protection from phage-mediated lysis, alamar blue read-out – E. coli UTI89, K1F phage, bacterial capsule biogenesis inhibitors (AID 488966) | E. coli UTI89 K1F phage lysis, alamar blue, 2 h; higher % means a stronger effect | 340,000 compounds, 0.02% hits | inhibition, % at 100 µM; hits with a dose series show IC50 in µM;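 active = phage lysis inhibition, versus mean bacterial control, above a set limit; inconclusive = no clear call, values can overlap the other calls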;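 also: capsule biogenesis inhibitors block K1F phage lysis so surviving cells raise fluorescence; higher fluorescence means more inhibition of phage lysis; actives were called in the ten point dose series up to 300 µM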
West Nile antiviral – inhibition of WNV-induced cytopathic effect – cell-based, CPE readout (AID 1621) | 290,000 compounds, 0.02% hits | West Nile virus-infected cells, CPE inhibition; higher % means a stronger effect | CPE inhibition, % at 10 µM, or IC50 in µM where a hit was titrated; in the data active = a potency from the dose series; inconclusive = CPE inhibition mostly from about 3.7% at the one dose, without a potency; inactive = the rest, 99 in 100 with CPE inhibition below about 2.2%; also: strong numbers were not always called active
Siah-1 displacement – Siah-1 peptide-binding antagonists, primary screen, biochemical, fluorescence polarization, rhodamine-plectin, uHTS (AID 1817); 290,000 compounds, 0.02% hits; Siah-1 / rhodamine-plectin peptide fluorescence polarization; higher % means a stronger effect; displacement, % at 20 µM; hits with a dose series show IC50 in µM;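 active = displacement of at least 50% at 20 µM, with a fluorescence ratio check between 0.3 and a set limit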;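 also: plate controls were Siah plus tracer with DMSO for no effect and tracer alone without Siah for full effect; strong numbers were not always called active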
Rac1 GTP hydrolysis – MgcRacGAP GTPase-activating activity inhibitors, confirmation, biochemical, ADP Hunter fluorescence | MgcRacGAP-stimulated Rac1 GTP hydrolysis, ADP Hunter fluorescence; higher % means a stronger effect; GST-tagged Rac1 F28L mutant substrate | one-dose inhibition, % at 30 µM; IC50 in µM for titrated hits | 340,000 compounds, 0.6% hits | AID 624330;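 active = first-screen hits whose inhibition reached a set limit at any dose in the follow-up dose series; inconclusive = inhibition above the set first-screen limit but never retested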;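 also: fluorescence reports GDP produced by GAP-driven GTP hydrolysis; strong numbers were not always called active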
NS5 inhibitors – Dengue-2 NS5 methyltransferase inhibitors, primary screen, biochemical, confirmation dose response (AID 588689); Dengue-2 NS5 methyltransferase capping enzyme assay, biochemical; higher % means a stronger effect; one-dose inhibition, % at 25 µM; IC50 in µM for titrated hits; 340,000 compounds, 0.3% hits; in the data active = a potency from the dose series; inconclusive = inhibition above about 29% without an active follow-up result
RSV CPE inhibition – RSV antiviral activity via CPE protection, HEp-2 cells, primary 10 µM value included (AID 2391); 310,000 compounds, 0.13% hits; one-dose CPE inhibition, % at 10 µM; IC50 in µM for titrated hits; HEp-2 cells, RSV-induced CPE inhibition; higher % means a stronger effect; in the data active = a potency from the dose series; inconclusive = CPE inhibition mostly from about 23% at the one dose, without a potency; inactive = the rest, 99 in 100 with CPE inhibition below about 21%; also: strong numbers were not always called active
NTR1 agonist cell count 20 µM – further read-out of NTR1 agonist, marked with its call; cell count; measured here: cell count, cytotoxicity flag
NS5 inhibitors pilot replicate – recorded beside NS5 inhibitors, whose call it bears; inhibition, %; measured here: pilot screen replicate inhibition
An asterisk follows results filed as active; i = inactive; ? = inconclusive; · = not tested or not shown; & = joins results of further samples; [ ] = remark or other dose.

SMILES	AID2073	NTR1 agonist	NTR1 agonist cell count 20 µM	Large T inhibition	UTI89 phage lysis	West Nile antiviral	Siah-1 displacement	Rac1 GTP hydrolysis	NS5 inhibitors	RSV CPE inhibition	others
O=C(NC1CCCCC1)c1nn2c(C(F)(F)F)cc(-c3ccco3)nc2c1Br	13.0%	1.6	48	-1.0%	0.6%	0.3%	4.9%	8.5%	28.4%	1.3%
CNC(=O)NC(=O)Cn1nc2n(c1=O)-c1ccccc1SC2	-1.3%	1.6	63	5.8%	0.1%	0.7%	-1.9%	7.3%	3.1%	6.7%
CCN1C(=O)[C@H]2[C@@H](c3ccc(-c4ccc(F)cc4)c(OC)c3)N[C@@](Cc3ccccc3)(C(=O)OC)[C@H]2C1=O	·	2.7	60	·	-0.1%	·	·	0.0%	-0.7%	·
CC(=O)c1ccc(N2CCN(C(=O)c3cc4c(C)nc5ccccc5c4o3)CC2)cc1	1.5%	1.3	56	10.9%	0.2%	0.5%	18.8%	-0.1%	-17.5%	1.9%
CCOC(=O)Cc1csc(NC(=O)COc2cc(C)cc(C)c2)n1	-4.2%	0.2	51	1.1%	0.1%	0.0%	12.4%	7.4%	-10.8%	-0.5%
CCOC(=O)Nc1nc(C)c(C(=O)N(C)C)s1	-3.2%	-0.1	75	1.9%	0.0%	0.5%	4.3%	4.9%	-7.0%	0.3%
Cc1ccc(S(=O)(=O)NCc2ccc(C(=O)NCc3cccnc3)cc2)cc1	31.5%	-0.7	40	-6.4%	·	-0.3%	0.4%	·	·	-1.8%
Cc1c(OCc2ccc(C(=O)O)cc2)ccc2c(-c3ccccc3)cc(=O)oc12	-3.0%	1.6	54	11.3%	1.8%[50 µM]	0.1%	13.7%	12.0%	8.7%	18.5%
Cc1nn(CCCC(=O)Nc2nccs2)c(C)c1[N+](=O)[O-]	-19.6%	-0.9	53	6.1%	1.2%	-0.3%	-0.7%	4.1%	-9.1%	5.2%
Cc1cnc(NC(=O)COc2cccc3c2OC(C)(C)C3)s1	-1.2%	-0.3	57	2.1%	1.2%	0.3%	0.8%	9.0%	4.0%	22.2µM*
Cc1ccccc1CSCc1nc2ccccc2[nH]1	3.8%	-0.3	58	16.6%	7.2%	-0.8%	-3.9%	-4.8%	-3.6%	4.5%
O=c1cc(CO)oc(CN2CCN(CCO)CC2)c1O	-0.9%	3.0	94	3.7%	0.2%	-0.2%	-1.3%	4.3%	1.9%	-0.1%	NS5 inhibitors pilot replicate=-4.6
COc1ccc(OC)c(C(c2nnnn2CC2CCCO2)N2CCN(C)CC2)c1 (stereo not drawn)	-7.8%	-0.7	55	-0.5%	0.9%	-0.1%	-1.3%	10.3%	·	0.1%
CC(C)CNC(=O)CC(=O)N/N=C/c1cccs1	1.0%	1.1	43	3.6%	2.2%	-0.1%	8.2%	3.9%	-0.7%	1.8%
CC(CCN1CCN=C1N(C)C)c1ccccc1 (stereo not drawn)	·	-1.0	74	7.6%	3.4%	·	·	11.5%	1.6%	-0.4%
CC[C@H](C)C(C(=O)N1CCN(C(=O)OC(C)(C)C)CC1)n1cc(C(CO)NC(=O)OC(C)(C)C)nn1 (stereo partly drawn)	9.7%	0.7	81	2.4%	1.3%	0.0%	-4.3%	2.5%	1.6%	-0.4%
CC[C@@]1(C(=O)OC)N[C@H](CN(C)S(=O)(=O)c2ccc(C(C)(C)C)cc2)[C@@H]2C(=O)N(Cc3ccccc3)C(=O)[C@@H]21	·	0.5	50	·	-0.1%	·	·	4.3%	0.0%	·	NS5 inhibitors pilot replicate=-2.1
CC(C)NC(=O)c1ccc(Sc2ccccc2)c([N+](=O)[O-])c1	-2.6%	1.5	65	-1.6%	0.5%	1.0%	0.6%	6.3%	0.7%	2.0%
COc1ccccc1CNC(=O)C(=O)NCC1OCCN1S(=O)(=O)c1ccc2c(c1)OCCO2 (stereo not drawn)	14.1%	-1.7	91	7.2%	5.1%	-0.3%	6.6%	7.3%	4.1%	0.7%
C(=C\c1nnc(-c2cccs2)o1)/c1ccccc1	4.9%	1.5	58	4.3%	4.4%	-0.5%	3.4%	2.8%	-5.4%	9.6%
COCc1c(C(=O)N/N=C(/C)c2ccc(OCc3ccccc3)cc2)nnn1-c1nonc1N	38.3%	-0.9	54	5.4%	0.2%	1.2%	7.4%	10.4%	2.7%	2.0%
Cc1ccc(NC(=O)CNC(=O)c2cccs2)nc1	·	-0.2	74	60.2%	0.8%[50 µM]	·	·	7.6%	2.2%	-1.1%
Cc1ccc(C(=O)N(Cc2nc3ccccc3c(=O)[nH]2)C2CCCC2)cc1	-17.2%	2.0	42	22.2%	-0.4%	-1.9%	-3.4%	13.4%	4.4%	9.0%
O=C1N(c2ccc(Cl)cc2)C(c2ccc(Cl)cc2)N2CCCN12 (stereo not drawn)	-2.5%	-0.6	36	11.9%	-0.7%	-0.8%	1.6%	4.8%	-1.4%	2.6%
O=C(Nc1ccc(F)cc1)C1CCN(C(=O)NCc2ccccc2)CC1	1.3%	1.2	49	2.3%	0.1%	-0.4%	0.0%	-0.6%	1.7%	1.6%
CCN1CCN(Cc2ccc(NC(=O)c3ccc(C)c(NC(=O)c4ccno4)c3)cc2C(F)(F)F)CC1	6.9%	-1.1	93	2.8%	0.1%	-0.3%	-1.7%	9.6%&0.3%	4.1%&-3.6%	1.2%
CCc1ccc(C(=O)NN(C(=O)c2ccc(CC)cc2)C(C)(C)C)cc1	0.2%	2.1	63	-6.8%	0.6%[50 µM]	-1.7%	-3.2%	-9.8%	3.9%	2.4%
O=C(c1ccc(N2CCCC2=O)cc1)N1CCOCC1	3.0%	-0.5	73	-2.4%	-0.2%	-0.4%	-2.7%	7.3%	1.6%	2.3%
O=C(Nn1c(SCc2cccc([N+](=O)[O-])c2)nc2ccccc2c1=O)c1ccccc1	-2.0%	2.4	46	-11.3%	0.6%	-1.1%	-0.5%	4.9%	-3.2%	19.0%
CC(NC(=O)c1ccncc1)c1ccccc1 (stereo not drawn)	5.5%	2.7	39	6.2%	-2.0%	-0.3%	7.0%	4.1%	-15.1%	2.0%
COc1ccc(Cl)cc1NC(=O)N1CCN(C2CCCCC2)CC1	-2.1%	0.6	54	5.9%	4.7%	-0.5%	2.6%	-0.1%	-7.6%	1.0%
O=C(NCCCCc1ccccc1)C1CC(c2ccccc2[N+](=O)[O-])=NO1 (stereo not drawn)	4.9%	-1.3	93	8.0%	0.4%	-0.3%	2.6%	4.8%	-3.2%	0.7%
O=C(CCC(=O)N1CCOCC1)c1ccc(F)cc1	-9.0%	-1.5	59	9.1%	0.3%	-0.1%	-4.9%	6.1%	-3.0%	-0.6%
CCN(CC(=O)NCc1ccc(Cl)cc1)C(=O)CSc1ccc(Br)cc1	-4.5%	4.1	42	4.4%	0.0%	0.2%	-2.6%	8.6%	-1.3%	15.4%
COc1ccc(CNC(=O)CN(c2ccccc2)S(=O)(=O)N(C)C)cc1	-1.3%	1.2	56	1.2%	4.1%	0.3%	-0.1%	3.8%	3.0%	0.1%
Cc1cc(C(=O)COC(=O)CN(C)S(=O)(=O)c2ccc(Cl)cc2)c(C)n1Cc1cccs1	11.3%	-0.9	81	-6.3%	3.4%	0.0%	1.5%	2.4%	-0.8%	0.2%
COc1ccccc1NC(=O)CN1CCC(C(=O)c2ccc(F)cc2)CC1	10.1%	-1.8	93	4.4%	0.3%	-1.1%	-1.0%	4.6%	-1.6%	13.2%
Cc1c(CN2CCCCC2)c(O)n(CCCO)c(=O)c1C#N	-9.3%	-0.3	30	5.9%	1.8%	-0.2%	5.2%	9.8%	?	1.2%
NC(=O)CC(NC(=O)Cc1ccc(Br)cc1)c1ccc(N2CCN(c3ccc(F)cc3)CC2)c([N+](=O)[O-])c1 (stereo not drawn)	-2.3%	23.1	90	5.8%	1.8%	-0.1%	14.5%	5.3%	-5.6%	-4.3%
COc1cccc(OCc2cc(/C=N/NC(=O)c3nc(Cl)c(Cl)c(N)c3Cl)ccc2OC)c1	38.9%	2.3	47	0.9%	0.1%	0.5%	-1.5%	8.4%	-5.6%	3.7%
Cn1c(SCC(=O)N2CCN(S(=O)(=O)c3ccc(Cl)cc3)CC2)nc2ccccc21	-12.3%	-0.4	72	13.0%	0.7%	-1.6%	-3.8%	3.2%	2.4%	2.1%
O=C(OCC(=O)N(C1CCCCC1)C1CCCCC1)c1ccncc1	-1.9%	12.8	86	3.7%	3.9%	·	3.2%	6.0%	3.2%	2.9%
Cc1ccc(OCCCC(=O)N2CCN(S(=O)(=O)c3cccc(F)c3)CC2)cc1	·	0.8	60	21.0%	0.1%[50 µM]	·	·	-2.3%	0.7%	-0.4%
Cc1ccc2cc(CN(CCCN3CCOCC3)C(c3nnnn3Cc3ccco3)C(C)C)c(=O)[nH]c2c1C (stereo not drawn)	·	0.5	75	·	-0.6%	-0.7%	·	6.8%	-7.3%	1.9%
CC(=O)Nc1ccc(NC(=O)c2cccc(-c3cc4ccccc4oc3=O)c2)cc1	20.7%	-1.8	45	9.7%	0.3%	-0.3%	3.2%	5.4%	2.2%	0.6%
O=C1[C@@H]2[C@@H]3C[C@@H]([C@H]4ON=C(c5ccc(OCc6ccccc6)cc5)[C@@H]34)[C@@H]2C(=O)N1c1ccc2c(c1)OCO2	17.5%	0.5	52	12.9%	-5.1%	-1.1%	-0.1%	7.1%	-2.9%	2.4%
CC(C)NC(=O)c1cc(-c2ccc3c(c2)OCO3)on1	6.7%	0.7	85	-0.4%	-0.1%	-0.3%	-3.4%	·	-6.5%	0.1%
COc1cc(/C=N\NC(=O)c2ccc(Cn3cc(Br)c([N+](=O)[O-])n3)o2)cc(OC)c1O	-21.0%	-0.8	45	32.8%	0.7%	-0.4%	-8.2%	11.7%	1.1%	1.3%
COC(=O)c1c(-c2ccc(SC)cc2)sc2ccc(OC)cc12	·	6.0	45	·	2.1%	·	·	6.0%	-8.2%	·
C=CCn1c(SCC(=O)c2ccc(Br)cc2)nnc1C(C)NC(=O)Cc1ccc(OC)cc1 (stereo not drawn)	-0.6%	-0.2	55	6.0%	-1.5%	-0.6%	-1.0%	7.9%	6.2%	-1.2%
O=C(N/N=C/c1ccc(N2CCOCC2)cc1)c1ccncc1	·	0.7	59	·	0.7%[50 µM]	·	·	-0.6%	-6.6%	1.9%
Cc1noc(C(=O)NCc2ccccc2)c1Cl	0.7%	-2.0	78	3.1%	i	0.2%	-4.2%	-0.2%	1.4%	0.8%
Cc1cccn2c(=O)c(C=O)c(N3CCN(c4ccccc4)CC3)nc12	3.9%	1.2	68	6.0%	-0.2%	0.5%	-4.7%	8.3%	0.0%	6.6%
